Compound activity deposited in PubChem by National Center for Advancing Translational Sciences (NCATS).
CXXC DNA block – inhibitors of human MLL CXXC domain-DNA interaction; MLL-CXXC / FITC-HOXA9 DNA fluorescence polarization; Potency, µM (highest dose often 115 µM), for the others: at the top dose activity change, negative = inhibition, usual class: inhibitors; hit rate 0.037% among 290,000; active means well fitted inhibition curve with a large enough effect in the polarisation, with a control signal flat, not every such curve was filed as active; inconclusive means small, poorly fitted or top-dose-only effect, or effect the other way, or a change in a side signal; inactive means no such curve, though single readings can be large or run the other way; the % refers to the polarisation; further: potency means the concentration at half of the fitted maximal effect
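Steps: dispense CXXC domain solution (7 uM) → pin compounds or unlabeled HOX-A9 DNA control → 5 min ambient → add FLSN-HOX-A9 solution (50 nM) → spin → 30 min ambient → fluorescence polarization. Tris pH 7.5/NaCl/DTT/BSA buffer.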
KCNH2 3.1 block – KCNH2 3.1 (human) potassium channel inhibition | U2OS KCNH2 3.1, thallium flux FluxOr; active compounds read low | activity change, % (tested at about 1.8 µM) | hit rate 0.95% among 340,000 | AID 720553;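 active means maximum activity change below -70%; inconclusive means maximum activity change from -70% to -50%; inactive means maximum activity change above -50%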;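 further: thallium influx rate constant from kinetic fluorescence after stimulation buffer; on the % scale 0 is the no-effect control and ±100 the full control effect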
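Kinetic fluorescence (2 min after stimulation buffer) measures Tl+ influx through KCNH2 3.1 expressed by viral transduction in U2OS cells; the rate constant is normalized against DMSO controls serving as positive and negative references.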
Giardia killer – kills Giardia lamblia; Giardia lamblia trophozoite viability; activity change, % at 7.66 µM, hits read low; hit rate 0.15% among 340,000; AID 540267; in the data active means activity change below about -80%; inconclusive means between about -30% and that limit;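 further: parasites exposed to compound for two days anaerobically before the ATP read; on the % scale 0 is the no-effect control and ±100 the full control effect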
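Each well holds 100 Giardia trophozoites and compound. After two days (48 hrs) at 37 deg C in anaerobic conditions, ATP is quantified by luminescence.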
FBPA coupling cs – counter-screen for Giardia aldolase inhibitors: coupling enzyme system. hit rate 0.67% among 290,000. coupling enzyme system counterscreen, AmpLite Red fluorescence. activity change, negative = inhibition, % at 58.2 µM, hits read low; in the data active means activity change below about -30%; further: on the % scale 0 is the no-effect control and ±100 the full control effect
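Counterscreen lacking aldolase: glyceraldehyde-3-phosphate coupling-enzyme reagent preincubated 10 min at RT with compound (at 57.5 uM final), then substrate/coupling system with AmpLite Red added; fluorescence read at 525/598 nm after 20 min RT.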
TRPV1 ag – human TRPV1 agonism; Q8NER1; TRPV1-expressing cells, Fluo-8 calcium influx, agonist mode; activation, % at 8.33 µM; hit rate 0.19% among 320,000; AID 540275; in the data active means activation above about 80%; inconclusive means between about 30% and that limit; further: 0% is about no effect
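Cells expressing TRPV1 were dye-loaded with Fluo-8 and read kinetically: 10 s baseline, 3 min after compound (agonist portion), then 2 min after EC20 capsaicin (allosteric enhancer portion). Calcium-bound dye fluorescence at 480/520 nm.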
GALK inh – inhibitors of human galactokinase | P51570 | Purified GALK, Kinase-Glo residual ATP luminescence | Potency, µM (top dose mostly 57.5 µM), inactives show at the highest dose activity change, negative = inhibition, hits mostly inhibitors | hit rate 0.007% among 270,000 | AID 1868; further: potency means the concentration at half of the fitted maximal effect; on the % scale 0 is the no-effect control and ±100 the full control effect
Target sequence (P51570 whole entry, looked up): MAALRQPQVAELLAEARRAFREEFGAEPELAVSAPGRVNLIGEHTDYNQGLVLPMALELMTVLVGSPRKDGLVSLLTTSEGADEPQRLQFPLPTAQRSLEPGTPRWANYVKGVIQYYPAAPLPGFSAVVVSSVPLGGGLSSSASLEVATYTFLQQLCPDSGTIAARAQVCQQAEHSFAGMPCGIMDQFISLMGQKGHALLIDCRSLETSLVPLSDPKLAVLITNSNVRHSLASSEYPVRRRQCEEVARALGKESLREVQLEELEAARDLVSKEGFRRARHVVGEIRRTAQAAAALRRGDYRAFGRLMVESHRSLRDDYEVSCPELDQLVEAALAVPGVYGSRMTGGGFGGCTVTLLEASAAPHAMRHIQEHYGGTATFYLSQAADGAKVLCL
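The enzyme phosphorylates galactose (100 uM) using ATP (35 uM); inhibition is detected as higher residual ATP, quantified by bioluminescence after 1 h reaction at room temperature, pH 8.0.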
USP2a inh – USP2a (human) protease inhibition; USP2 core, Ub-CHOP2 coupled fluorogenic reporter, 485/531; Potency, µM (doses to about 38.3 µM), inactives show at the highest dose activity change, negative = inhibition, most hits filed as inhibitors; hit rate 0.01% among 330,000; AID 463254;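 further: potency means the concentration at half of the fitted maximal effect; plate controls were DMSO wells for no effect and full inhibition by NEM control for full effect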
Target sequence (O75604 whole entry, looked up): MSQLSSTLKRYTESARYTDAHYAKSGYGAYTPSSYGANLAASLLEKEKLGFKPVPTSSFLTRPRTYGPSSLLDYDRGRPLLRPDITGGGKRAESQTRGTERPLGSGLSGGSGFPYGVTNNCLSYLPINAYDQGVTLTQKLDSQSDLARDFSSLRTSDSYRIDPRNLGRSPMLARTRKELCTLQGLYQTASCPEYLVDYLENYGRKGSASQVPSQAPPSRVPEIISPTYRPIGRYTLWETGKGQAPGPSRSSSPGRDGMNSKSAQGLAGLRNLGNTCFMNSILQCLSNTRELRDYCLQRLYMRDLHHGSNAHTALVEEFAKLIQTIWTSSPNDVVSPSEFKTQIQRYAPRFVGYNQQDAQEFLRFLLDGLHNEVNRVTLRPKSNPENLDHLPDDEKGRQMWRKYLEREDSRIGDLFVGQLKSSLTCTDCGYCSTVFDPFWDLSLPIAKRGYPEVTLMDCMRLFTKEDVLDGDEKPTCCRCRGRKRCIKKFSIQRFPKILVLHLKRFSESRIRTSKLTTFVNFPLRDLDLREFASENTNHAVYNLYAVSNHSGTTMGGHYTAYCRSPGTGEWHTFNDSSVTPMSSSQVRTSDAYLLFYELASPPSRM
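USP2 core (10nM final) preincubated 30min RT with compound in 20mM Tris-HCl pH 8.0, 2mM CaCl2, 2mM beta-mercaptoethanol, 0.05% CHAPS; 25nM Ub-CHOP2 plus 25nM reporter substrate added, fluorescence (Ex485/Em531) read after 60min.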
Menin-MLL TR inh – inhibitors of human menin-MLL interaction, mutant MLL peptide; O00255; Menin + Texas Red MLL mutant peptide, fluorescence polarization; Potency, µM (highest dose often 61.6 µM), for inactives: top-dose FP activity change, negative = inhibition, usual class: inhibitors; hit rate 0.23% among 270,000; AID 1768; active means well fitted inhibition curve with a large enough effect in the polarisation, with a control signal flat, not every such curve was filed as active; inconclusive means small, poorly fitted or top-dose-only effect, or effect the other way, or a change in a side signal; inactive means no such curve, though single readings can be large or run the other way; the % refers to the polarisation; further: potency means the concentration at half of the fitted maximal effect; % of control where 0% means no effect; many of its hits are not listed in these tables
KCNH2 WT inh – inhibitors of human wildtype KCNH2 potassium channel | U2OS, BacMam KCNH2, thallium flux FluxOr; active compounds read low | activity change, % at 1.84 µM | hit rate 0.37% among 340,000 | AID 720551;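 active means maximum activity change below -70%; inconclusive means maximum activity change between -70% and -50%; inactive means maximum activity change above -50%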; further: on the % scale 0 is the no-effect control and ±100 the full control effect
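U2OS cells were transduced with wild-type KCNH2 virus (2.03 x 10^8 / mL) for 4 h at room temperature, then cultured overnight at 37 C. Thallium flux was read with FluxOr dye. Rate constants were normalized to DMSO controls.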
B2AR arrestin – beta2AR (human) beta-arrestin recruitment activity. P07550. beta-arrestin recruitment to beta2AR, cell-based reporter. Potency, µM (titrated, usually from 46.1 µM), without a hit: top-dose activation, actives largely listed as activators. hit rate 0.02% among 330,000;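 further: potency means the concentration at half of the fitted maximal effect; 0% = DMSO controls and full agonism = EC100 isoproterenol or metaproterenol; nearly all actives have a fitted effect of over 65% in size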
PKM2 activator – increases activity of human pyruvate kinase M2; hit rate 0.34% among 260,000; purified PKM2, Kinase-Glo ATP luminescence, activation; response scale: 0% is enzyme alone, no compound; P14618; Potency, µM (series often up to 57.5 µM), for inactives: top-dose activation, usual class: activators; further: potency means the concentration at half of the fitted maximal effect; on the % scale 0 is the no-effect control and ±100 the full control effect; nearly all actives have a fitted effect of over 55% in size
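Purified hPK-M2 (>95% pure) converted ADP (0.1 mM final) to ATP with 0.5 mM PEP in 50 mM imidazole pH7.2, KCl, MgCl2, Tween 20, BSA; 1 h at room temperature. ATP detected by Kinase-Glo luminescence.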
* = called active by the depositor; ? = inconclusive; . = no result given; [ ] = dose if it differs, or a comment. Unless noted, the call rests on the fitted dose curve; in most records, active means well fitted curve in the direction sought with a large enough effect; inconclusive means small, poorly fitted or top-dose-only effect, or another doubt; inactive means no such curve, though single readings can be large; an effect the other way counts as inactive or inconclusive. Only part of the results is shown. The share of hits here may be higher or lower than overall.

Below each compound – FBPA coupling cs | USP2a inh | KCNH2 3.1 block | TRPV1 ag | Menin-MLL TR inh | PKM2 activator | KCNH2 WT inh | GALK inh | CXXC DNA block | B2AR arrestin | Giardia killer
CCOC(=O)c1[nH]c2ccccc2c1NC(=O)CC(C)(C)C
→ 6 | 1% | 6 | ? | 3% | 1% | 15 | 1% | -4% | 0.6% | 4
CC(C)C[C@H]1CN=C(Nc2ccccc2)N1CC1CCC(C)CC1 (stereo not given in full)
→ -2 | 2% | -83* | 7 | -23% | 1% | 12 | . | 35%[activator] | -0.1% | -6
Cc1cccn2cc(CNS(=O)(=O)c3cccc(F)c3)nc12
→ 0 | 2% | -6 | 0 | 8% | 1% | -4 | 0% | 3% | -0.2% | 13
Cc1nc2ccccc2nc1SCC(=O)c1ccccc1
→ 4 | -4% | -10 | 4 | -14% | -11% | -3 | 3% | 3% | -0.3% | -2
COc1cc2c(cc1OC)C(COc1ccccc1OC)N(C(=O)C(C)(C)C)CC2 (stereo not given)
→ -1 | -2% | -5 | 7 | ? | . | -1 | . | 18% | -0.4% | -1
CCOC(=O)c1cnc2ccc(OCC)cc2c1NCCCN1CCOCC1
→ 0 | -1% | -5 | 10 | ? | 0%[11.5 µM] | 7 | -6% | 4% | 0.8% | ?
CN=C1SC(C(=O)Nc2ccccc2Cl)CC(=O)N1c1ccc(OC(F)(F)Cl)cc1 (stereo not given)
→ 1 | -2% | -10 | 5 | 18% | 5% | 5 | 8% | 2% | -0.4% | -11
CC(=O)N/N=C/c1ccc(OCCOc2ccc(Br)cc2)cc1
→ 4 | -7% | -16 | 0 | -2% | -6% | 3 | 1% | 3% | -1.3% | -5
O=C(COc1ccccc1)N(Cc1ccco1)C1CCS(=O)(=O)C1 (stereo not given)
→ 2 | -3% | 13 | 2 | -5% | 2% | 5 | 0% | -2% | 0.3% | 4
COc1ccc(OC)c(NC(=O)NNC(=O)CCCOc2ccc(Cl)cc2C)c1
→ 3 | -1% | 0 | 1 | 13% | 3% | -8 | 1% | 6% | -0.2% | 19
CCCCN1C(=O)CN(CCc2ccccc2)C(=O)C1c1ccc(OC)cc1 (stereo not given)
→ . | 1% | 14 | 13 | 12% | -1% | -4 | 1% | -16% | -0.4% | -19
CC(C)c1ccc(NC(=O)c2csnn2)cc1
→ 0 | 0% | 5 | ? | 13% | -3% | -2 | 0% | 7% | -0.1% | -15
Cc1ccc(C(=O)N/C(=C\c2ccccc2)C(=O)NCc2ccncc2)cc1
→ 11 | -2% | -15 | -4 | 11% | -14% | 41 | 3% | -18% | -0.3% | -3
CCCSc1cc(N2CCCC2)nc(-c2ccccc2)n1
→ 2 | 1% | 6 | 0 | 22% | 0% | 3 | -1% | 0% | -0.2% | -16
COC(=O)c1cc(NC(=O)c2cc(-c3ccccc3Cl)oc2C(F)(F)F)ccc1N1CCOCC1
→ 3 | 4% | 2 | -3 | . | 4% | -12 | . | 3% | 0.3% | 4
COc1ccc(/C=C/c2nc3ccccc3n2Cc2ccccc2OC)cc1
→ -12 | -2% | -8 | 7 | 3% | -11% | -1 | 2% | 9% | -0.5% | -20
CCN(CC)c1ccc(/C=C2\C(=N)N3N=C(CC(=O)N4CCOCC4)SC3=NC2=O)cc1
→ . | 22% | 14 | ? | . | . | 7 | 2% | ? | -0.9% | -2
OC(COc1ccc2c(c1)CCC2)CN1CCN(c2cccc(Cl)c2)CC1 (stereo not given)
→ 1 | 1% | ? | -2 | -6% | -3% | -23 | 0% | 17% | -0.2% | 23
COc1ccc(N(CC(=O)Nc2cccc(C(F)(F)F)c2)S(=O)(=O)c2c(C)[nH]c(=O)[nH]c2=O)cc1
→ . | 3% | 9 | 0 | . | . | -5 | 6% | 2% | 0.3% | -11
Cc1ccc(NS(=O)(=O)c2ccc(N3CCN(c4ccc(O)cc4)CC3)c([N+](=O)[O-])c2)c(C)c1
→ -3 | -10% | -46 | -1 | ? | -2% | 2 | 0% | -5% | -2.0% | -6
CCCCn1c(N)c(N(CCOC)C(=O)C2CCN(S(=O)(=O)c3ccc(C)cc3C)CC2)c(=O)[nH]c1=O
→ . | 1% | 5 | 3 | . | . | -4 | . | . | -0.8% | 8
Cc1csc(NC(=O)CSc2ccc(-c3ccccc3)nn2)n1
→ 0 | 0% | -33 | ? | -2% | 0% | 22 | 0% | 25% | 0.0% | -1
CCOC(=O)C(CC)Sc1ncnc2c1nnn2-c1ccc(F)cc1 (stereo not given)
→ 2 | 2% | -3 | 15 | -3% | 2% | 6 | -1% | -5% | 0.4% | 9
O=C(O)c1ccc(-n2nnnc2SCc2ccccc2F)cc1
→ 19 | -1% | -8 | . | -1%[11.7 µM] | -3% | 10 | 2% | 2% | 0.2% | 23
COc1ccc(C2CC(c3ccccc3OC(=O)/C=C/c3ccccc3)=NN2C(C)=O)cc1 (stereo not given)
→ 3 | -2% | -4 | 18 | . | 0% | 9 | -1% | 37%[activator] | -1.4% | 33[activator]
COc1cc(C(c2sc3nc(C)nn3c2O)N2CC(C)OC(C)C2)cc(OC)c1OC (stereo not given)
→ -3 | 3% | 0 | -3 | 16% | -7% | 9 | 1% | 0% | -0.4% | -17
CCCCn1c(-c2ccncc2)nc2c1c(=O)[nH]c(=O)n2CC(C)C
→ -1 | 0% | -7 | 1 | 19% | 1% | 3 | 0% | -10% | -0.3% | -12
COc1ccc(NC(=O)CCC2CCCCC2)cc1S(=O)(=O)N1CCCCC1
→ 4 | -4% | -4 | -9 | -10% | 3% | -1 | 1% | -13% | -0.7% | 1
O=C(Nc1nnc(CCN2CCCCC2)s1)c1cccc(Cl)c1
→ 2 | 2% | -1 | -1 | . | -6% | 5 | 12% | -1% | 0.5% | -8
CCN(CC)c1ccc(/C=N/N=C(c2ccccc2)c2ccccc2)c(O)c1
→ -8 | -7% | 10 | 9 | 6% | 5% | -7 | 1% | 3% | -0.6% | -14
COc1ccccc1CNC(=O)c1ccc(N2CCOCC2)c([N+](=O)[O-])c1
→ -4 | -6% | 10 | -7 | 0% | -3% | -5 | 0% | 7% | 0.3% | -2
Cc1c(CCC(=O)N[C@@H](C)C(=O)O)c(=O)oc2cc3oc4c(c3cc12)CCCC4
→ 1 | 0% | 46 | 1 | -1% | . | 0 | 9% | ? | -0.6% | 20
Cc1cc(OCC(=O)Nc2cc(-c3nn4c(C)nnc4s3)ccc2C)ccc1Cl
→ 0 | -3% | -14 | . | -10%[11.7 µM] | 4% | 12 | 2% | 0% | 0.0% | 1
Nc1cc2c(cc1[N+](=O)[O-])OCO2
→ -16 | -1% | . | -2 | ? | 6% | -11 | 1% | -8% | -1.0% | -2
Cc1nn(-c2ccccc2)cc1C(c1c(N)[nH]c(=S)[nH]c1=O)c1c(N)[nH]c(=S)[nH]c1=O
→ 7 | 2% | 11 | 1 | 53%[activator] | 24% | -1 | -1% | -14% | -0.1% | 27
O=C(Cc1cccs1)N1CCN=C1SCc1ccc(Br)cc1
→ 0 | 1% | 1 | 1 | 24% | 3% | -7 | 14% | -4% | -0.1% | 5
CCC(C(=O)NCCc1ccccc1OC)n1nc(C)c2c(C)n(-c3ccccc3)nc2c1=O (stereo not given)
→ . | 4% | 9 | 1 | . | . | -21 | 1% | -9% | 0.2% | -9
CCOC(=O)/C=C1\SCC(=O)N1CC(=O)c1ccc[nH]1
→ -2 | 2% | -2 | 2 | ? | 12% | -1 | 0% | -7% | 0.5% | -13
Cc1c(C(=O)OCC(=O)N(CCC#N)c2ccccc2)oc2c1ccc1ccccc12
→ 1 | 0% | -5 | 3 | 3% | 2% | -2 | -1% | 4% | -1.0% | 10
CCCC(c1nnnn1Cc1ccco1)N1CCN(c2ccccc2)CC1 (stereo not given)
→ -1 | 0% | 0 | 2 | -29% | -1% | -2 | 0% | 1% | 0.2% | 2
CN(C(=O)COC(=O)c1cnc(Cl)c(Cl)c1)C1CCCCC1
→ . | 2% | -7 | . | . | . | 0 | . | . | 0.1% | -8
CCOc1ccc(NC2=NCC(=O)N2CCc2ccccc2)cc1
→ -2 | 9% | -8 | -3 | 5% | 9% | 0 | 7% | 3% | 0.4% | 2
O=C(CCN1C(=O)c2ccccc2S1(=O)=O)N1CCN(c2ccc(F)cc2)CC1
→ . | 1% | 5 | 27 | . | . | 1 | . | . | 0.1% | -9
O=C(OCC(=O)c1ccc(Cl)cc1Cl)c1ccccn1
→ . | 1% | 9 | . | . | . | -9 | . | . | -1.7% | 8
